# Screens from PubChem BioAssay.
# E coli growth – bacterial growth inhibition, counter-screen for AddAB inhibitors. E. coli V3065 growth, OD600 absorbance, 18 h. inhibition, % at 11.9 µM. 330,000 compounds, 0.27% hits. AID 449728;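 active = inhibition above the campaign's mean inhibition across all tested compounds plus 3 SD, cut at about 9.9% in these data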;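 also: uninfected addAB+ strain grown without phage in ampicillin broth; 0% = DMSO wells and 100% = ciprofloxacin 0.95 µg/ml wells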
# AddAB inh – less growth of phage-infected E. coli with AddAB | AID 435030 | inhibition, % at 11.9 µM | 330,000 compounds, 0.29% hits | E. coli expressing H. pylori AddAB, absorbance growth; in the data active = inhibition above about 12%;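 also: 0% = vehicle wells of infected cells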
# PKA-R1A activ – activates the PKA-R1A holoenzyme complex; P00514+P68181; PKA-R1A dissociation, Cy5-IP20 fluorescence polarization; scaled: DMSO 0%, 113 µM cGMP 100%; activation, % at 11.4 µM; 340,000 compounds, 0.083% hits; AID 504707;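 active = percent activation above the mean of all tested compounds plus 3 SD, cut at about 19% in these data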;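 also: higher means more PKAc released from R1A so a rise in polarization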
# HTR5A inv ag – inverse agonist of human HTR5A in OPRM1-OPRD1 counter-screen; HTR5A cell line, luminescence, inverse agonism; inhibition, % at 9.3 µM; 340,000 compounds, 0.083% hits; AID 504634; in the data active = inhibition mostly above about 23%, no sharp cut-off; inactive = mostly below about 18%;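 also: 0% = cells with DMSO and 100% = no-cell wells with DMSO; some compounds called inactive have numbers as strong as hits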
# Tat transport – inhibitors of E. coli Tat protein transport; AID 488895; inhibition, % at 10 µM; E. coli MC4100 TorA-mCherry Tat export, fluorescence; 340,000 compounds, 0.036% hits;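 active = mean replicate inhibition at least 50% and at least half of replicates individually reaching 50%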;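 also: exported cargo escapes ClpAP degradation while cytoplasmic cargo is degraded and loses fluorescence; 0% = median of neutral control wells and 100% = median of NaSCN control wells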
# phage Ecoli inh – E. coli growth loss with phage present; inhibition, % at 11.9 µM; 360,000 compounds, 0.26% hits; AID 651602; growth absorbance; in the data active = inhibition above about 11%
# SUMO Mot1 rescue – blocks SUMOylation pathway, rescuing yeast Mot1-301 growth; growth rescue, % at 18.8 µM; AID 2716; 320,000 compounds, 1% hits; S. cerevisiae Mot1-301 growth rescue, ATP luminescence, 38.5C; percent above DMSO median, 100 means doubled;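 active = every valid replicate shows activation above 250% relative to neutral control wells; inactive = the rest, any valid replicate at or below 250%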;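 also: OY570 slx delta 5 strain wells were the positive control but not used for scaling; some compounds called inactive have numbers as strong as hits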
# DAGLB inh – diacylglycerol lipase beta (human) inhibition; Q8NCG7; HEK293T DAGLB membrane lysate, EnzChek fluorogenic substrate; inhibition, % at 5.17 µM; 340,000 compounds, 0.059% hits; AID 504411; in the data active = inhibition above about 34%;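 also: 0% = enzyme with vehicle and 100% = wells lacking enzyme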
# CDK5 p35 inh – blocks human CDK5/p35 kinase activity; Q00535+Q15078; Recombinant CDK5/p35, ADP-Glo luminescence, 60 min; inhibition, % at 10 µM; 330,000 compounds, 0.01% hits; AID 488839;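 active = highest replicate inhibition of at least 50% and at least 75% of replicates reaching 50%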;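 also: plate controls were DMSO neutral control for no effect and GW8510 at 10 µM for full effect; many of its hits are not listed in these tables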
# Target sequence (Q00535 whole entry, looked up): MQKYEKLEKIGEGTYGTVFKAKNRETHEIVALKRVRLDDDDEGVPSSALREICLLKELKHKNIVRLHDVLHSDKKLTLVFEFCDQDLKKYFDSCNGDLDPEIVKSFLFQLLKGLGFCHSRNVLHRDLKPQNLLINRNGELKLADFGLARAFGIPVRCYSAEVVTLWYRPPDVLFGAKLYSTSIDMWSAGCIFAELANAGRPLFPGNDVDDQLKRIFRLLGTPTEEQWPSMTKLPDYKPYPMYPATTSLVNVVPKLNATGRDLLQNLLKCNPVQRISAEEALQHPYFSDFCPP
# Target sequence (Q15078 whole entry, looked up): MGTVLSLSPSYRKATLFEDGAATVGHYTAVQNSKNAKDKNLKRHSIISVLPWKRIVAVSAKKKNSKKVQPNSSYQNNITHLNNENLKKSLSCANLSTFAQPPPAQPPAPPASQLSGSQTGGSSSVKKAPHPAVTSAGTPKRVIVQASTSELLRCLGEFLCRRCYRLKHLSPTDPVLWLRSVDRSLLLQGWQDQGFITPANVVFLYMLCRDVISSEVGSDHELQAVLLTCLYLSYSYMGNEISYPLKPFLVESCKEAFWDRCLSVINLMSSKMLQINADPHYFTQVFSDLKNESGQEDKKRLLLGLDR
# HTR5A ag – activates human HTR5A in OPRM1-OPRD1 agonist counter-screen | 340,000 compounds, 0.61% hits | activation, % at 9.3 µM | AID 504692 | P47898 | HTR5A agonist assay, luminescence, cell-based; in the data active = activation mostly above about 9.5%, no sharp cut-off; inactive = mostly below about 7.6%;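 also: 0% = cells with vehicle only and 100% = reference agonist; strong numbers were not always called active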
# PKA-R2B activ – activators of human PKA-R2B complex. P22694+P31323. PKA-R2B holoenzyme dissociation, Cy5-IP20 fluorescence polarization; R2B truncated from residue 108, S112A mutant; 0% DMSO only, 100% 113 µM cGMP. activation, % at 11.4 µM. 340,000 compounds, 0.079% hits;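 active = activation above a cutoff set at the mean over all compounds plus 3 SD, cut at about 18% in these data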;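 also: higher means more holoenzyme dissociation and a rise in polarization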
# Target sequence (P31323 whole entry, looked up, other chains not shown, the tested form may be a part): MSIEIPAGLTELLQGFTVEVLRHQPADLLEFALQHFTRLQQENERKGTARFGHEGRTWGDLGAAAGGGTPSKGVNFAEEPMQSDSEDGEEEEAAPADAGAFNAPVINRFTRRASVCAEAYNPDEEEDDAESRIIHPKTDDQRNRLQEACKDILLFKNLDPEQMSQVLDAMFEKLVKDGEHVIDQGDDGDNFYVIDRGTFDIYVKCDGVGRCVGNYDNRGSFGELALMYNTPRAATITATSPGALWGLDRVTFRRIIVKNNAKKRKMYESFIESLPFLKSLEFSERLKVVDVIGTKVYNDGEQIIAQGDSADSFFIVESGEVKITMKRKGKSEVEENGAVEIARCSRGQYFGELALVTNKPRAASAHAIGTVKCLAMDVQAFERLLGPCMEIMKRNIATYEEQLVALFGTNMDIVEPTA
# Numbers without * were called inactive; . = not tested or not shown.
# Each structure is followed by: E coli growth	AddAB inh	PKA-R1A activ	HTR5A inv ag	Tat transport	phage Ecoli inh	SUMO Mot1 rescue	DAGLB inh	CDK5 p35 inh	HTR5A ag	PKA-R2B activ
O=C1CC(N2CCOCC2)C(=O)N1CCc1ccccc1 (stereo not given)
→ -0.3	2.2	-4	7	-8	1.4	-15	0	-0.4	4	-1
CC(C)(Oc1ccc(Cl)cc1)C(=O)Nc1cccnc1
→ 4.6	2.9	-3	6	0	2.3	15	0	-1.3	-2	-4
Cc1cccc(OCc2nc(C#N)c(N3CC(C)CC(C)C3)o2)c1 (stereo not given)
→ -0.3	1.4	0	-17	6	3.5	-8	-13	0.7	6	1
C/C(=N\NC(=O)Cc1c(F)cccc1Cl)c1cccnc1
→ .	.	-14	-1	5	-0.5	-3	3	0.0	3	-3
CCOc1ccc(C2C3=C(Nc4nc(N)[nH]c(=O)c42)c2ccccc2C3=O)cc1 (stereo not given)
→ -1.9	0.0	-7	-3	-4	2.3	27	26	-0.4	-4	-9
CCOc1cc2c(cc1OCC)C(c1ccccc1)N(c1ccc(C(=O)O)cc1)C(=O)C2 (stereo not given)
→ -0.8	-1.5	-7	-10	5	2.1	-3	0	-1.7	4	1
CCOc1ccc(-n2c(=O)[nH]c3sc4c(c3c2=O)CCCC4)cc1
→ 0.4	3.3	8	4	6	2.1	-25	-3	0.9	1	6
Cc1ccc([C@@H]2[C@@H]3C(=O)N(C)C(=O)[C@@H]3[C@@H]3C(=O)Nc4ccccc4C(=O)N23)cc1
→ 3.2	3.3	-1	-18	0	1.8	-19	-6	2.1	6	-4
CC(=O)Nc1ccc(C(=O)NCC2(N3CCCCC3)CCCCC2)cc1
→ -0.1	4.5	1	8	-3	-0.6	8	-1	-0.3	7	2
CCOc1cc(/C=N/Nc2nc(Nc3ccccc3)nc(N3CCCCC3)n2)ccc1OCC(=O)O
→ -2.8	-1.3	2	14	3	1.4	-17	-2	-0.7	-5	-5
O=C(COc1ccc(Cl)cc1)OCC(=O)c1ccc[nH]1
→ -1.6	-0.8	-4	2	5	3.8	8	-3	0.6	1	6
CC1CC(C)CN(C(=O)Cn2c(=O)n(CCCC(=O)NCc3ccco3)c(=O)c3sccc32)C1 (stereo not given)
→ -1.1	1.5	-1	-27	0	3.9	-13	-3	7.1	-6	-4
O=C(NCC1CCCO1)c1ccccc1-c1nc(-c2ccccc2Cl)no1 (stereo not given)
→ -0.2	2.3	-9	-5	-7	0.9	-5	-2	-1.2	-1	-5
O=C(NCCOc1ccccc1)c1cc(C(=O)NCCOc2ccccc2)cc([N+](=O)[O-])c1
→ -1.8	0.9	-3	-4	1	1.3	-3	-1	-0.7	-1	-3
Cc1c(NC(=O)COC(=O)C2=COCCO2)cccc1[N+](=O)[O-]
→ -1.3	0.0	-1	0	6	3.8	-4	-1	-0.2	-2	-1
Cc1nc(CNS(=O)(=O)c2cccc(F)c2)cs1
→ 1.1	2.2	-5	-11	-1	2.4	39	0	-0.6	-4	3
Cc1cc(N2CCOCC2)c2c(N)c(C)cc(C)c2n1
→ 2.3	0.3	-12	-13	-1	4.0	198	-2	0.7	2	-10
COc1cc(CCNC(=O)c2ccccc2NC(=O)C2=C(C)OCCS2)cc(OC)c1OC
→ -0.1	2.0	-2	2	4	0.2	238	2	0.9	-2	-4
COc1ccc(/C=C2/CCc3ccccc3C2=O)cc1OC
→ -2.4	-2.4	-4	16	-6	1.8	6	-5	2.5	0	0
Cc1cc(NC(=O)c2ccccc2F)ncc1NC(=O)c1cccs1
→ -0.7	2.0	2	-1	10	6.0	14	1	0.9	0	-1
CCCc1nn(C)c(C(N)=O)c1[N+](=O)[O-]
→ -2.6	0.5	6	4	-5	2.4	14	-2	0.3	-2	3
CN(C)NC(=S)Nc1ccc(S(=O)(=O)N2CCCCC2)cc1
→ -2.5	0.9	-4	17	13	-0.5	11	3	2.8	-7	10
C[C@@H](C(=O)Nc1cccnc1)n1c(=O)[nH]c2ccccc2c1=O
→ 2.8	5.0	-18	7	-1	-1.3	-2	2	-1.3	-3	-7
COCCCNCCOCCOc1c(OC)cccc1OC
→ -0.3	-0.8	-3	16	7	1.9	3	-4	-0.5	-6	-1
CC(=O)c1cccc(NC(=O)/C(=C/c2ccncc2)NC(=O)c2ccccc2)c1
→ -0.1	5.1	-9	5	-6	0.8	0	1	2.6	-2	3
COCCCC1CCN(C(=O)C2CCC(=O)N(Cc3cccc(F)c3)C2)CC1 (stereo not given)
→ 1.1	2.5	-3	-15	-5	2.4	-4	2	0.2	0	1
COc1ccc(-c2nnc(SCC(=O)NCc3cccs3)n2C)cc1
→ 0.6	-0.4	-19	1	-4	2.5	59	-1	-2.2	3	-7
O=C(O)c1cccc(N2C(=O)c3cc4cccc(Br)c4cc3C2=O)c1
→ 0.5	1.2	10	-9	-10	0.6	-1	-1	-1.4	2	11
O=C(CSc1nc2c(c(=O)n1-c1ccc(Cl)cc1)SCC2)Nc1nccs1
→ 1.9	2.6	-1	-12	-3	3.0	66	0	-0.3	2	-2
CCCN(CC(=O)Nc1ccccc1C)C(=O)C1CCN(S(=O)(=O)c2cccc(C(F)(F)F)c2)CC1
→ 1.9	1.7	-8	6	5	2.2	-9	2	-1.2	-2	-5
CNC(=S)N1N=C(c2ccc(C)cc2)CC1c1ccc(Br)cc1 (stereo not given)
→ -0.6	3.1	-3	-43	14	2.0	.	-3	-1.3	18*	9
Cc1sc2nc(CN(C(=O)NC3CCCCC3)C3CCCCC3)[nH]c(=O)c2c1C
→ 1.4	2.2	-9	0	-1	0.6	-22	5	2.9	0	-3
CCOCCN(C=O)c1cccc(OC)c1
→ -1.6	1.6	-1	1	8	0.8	-20	0	-0.4	0	0
Cc1nn(-c2ccccc2)c(C)c1C(=O)OCC(=O)Nc1ccc2c(c1)OCO2
→ 2.5	2.6	-22	-16	1	3.1	-7	-8	-0.1	5	-13
COc1cc(/C=N/NC(=O)c2cn(-c3cccc(C)n3)cn2)ccc1O
→ 2.3	3.5	-8	-8	-1	9.9	2	2	0.8	3	6
O=C(Cn1cncn1)N/N=C/c1ccccc1Cl
→ -0.6	0.0	-8	-15	-1	4.1	288	-4	-2.1	-1	9
COc1cc2c(cc1OC)-c1nnc(C)n1C(C)(C)C2
→ -3.2	0.5	7	-9	-1	1.6	-18	2	2.3	3	2
COc1cccc(CCC(=O)O)c1OC
→ -0.8	2.3	-17	-10	4	2.8	6	3	0.9	0	1
CN1CCN(C(=S)c2cn(Cc3ccc(F)cc3)c3ccccc23)CC1
→ -1.6	1.1	-13	-2	-9	4.3	244	-1	-1.8	-2	-5
Cn1c(SCC(=O)c2ccc(O)c(O)c2)nnc1-c1ccccc1
→ .	.	4	-5	-7	-1.2	5	1	-0.9	1	-4
CCCCN(C(=O)c1ccc(C)o1)c1c(N)n(CC(C)C)c(=O)[nH]c1=O
→ 2.5	2.8	-18	4	-3	0.1	-10	-1	0.5	-1	-7
CCN(C(=O)COC(=O)c1cc(-c2ccccc2)nc2c1c(C)nn2-c1ccc(C)cc1)C1CCS(=O)(=O)C1 (stereo not given)
→ -1.2	0.5	3	2	-2	3.5	3	-3	1.1	-3	-5
CCOC(=O)[C@@H]1[C@H]2COc3cc(OC)ccc3[C@@H]2N2C(=O)N(c3cccc(Cl)c3)C(=O)[C@@]12C
→ -1.3	0.6	9	-23	9	.	1	1	1.2	8	-4
N#C/C(=C/c1cn(CC(=O)O)c2ccccc12)c1ccc(F)cc1
→ -1.6	-0.7	-10	24	-9	-0.1	.	6	-0.6	2	-4
CC1Cc2ccccc2N1C(=O)CSc1nnc(Cn2nnc3ccccc32)n1C (stereo not given)
→ -0.5	-0.2	-1	0	-8	3.4	51	2	-2.6	-4	-7
Cc1ccc(C(C)C)c(OCc2nnc(SCC(=O)Nc3ncc(C)s3)n2C)c1
→ 1.9	0.8	4	10	-6	0.3	-8	1	-1.0	6	13
CC1=C(C(N)=O)C(c2ccccn2)n2nc(SCc3ccccc3)nc2N1 (stereo not given)
→ 1.3	4.3	-12	-4	-3	1.5	-14	0	-0.9	1	-3
O=c1c2c3c(sc2nc2n1CCCC2)CCCC3
→ 0.2	-2.9	3	-5	4	2.2	238	-2	0.4	-1	-6
CN(C)c1ccc(/C=N/NC(=O)Cn2nnc3ccccc32)cc1
→ 0.2	0.1	-7	-17	-3	-1.0	-12	7	-0.9	0	-5
CCc1ccc(Oc2coc3cc(OC(=O)c4cc5ccccc5oc4=O)ccc3c2=O)cc1
→ -1.0	0.6	-2	3	13	2.6	1	2	-0.5	1	-2
CC(=O)NC(CCS(C)(=O)=O)C(=O)Nc1ccc(F)cc1Cl (stereo not given)
→ -0.5	3.3	-15	9	-3	2.1	57	-1	-1.8	-4	-3
CCC(C)Nc1c([N+](=O)[O-])cc(C)cc1[N+](=O)[O-] (stereo not given)
→ -1.9	0.1	6	-10	-5	2.6	21	5	-0.8	-5	-2
O=C(CSc1nc2ccccc2s1)Nn1cnnc1
→ 1.4	1.9	2	-8	-6	2.1	3	-1	0.2	0	5
Cc1[nH]n(-c2ccccc2)c(=O)c1C(c1cccc([N+](=O)[O-])c1O)c1c(C)[nH]n(-c2ccccc2)c1=O
→ 0.3	2.8	-5	3	2	2.9	47	17	1.2	-1	4
Cc1cc(C)cc(Oc2nc3c(C)cccn3c(=O)c2/C=C(\C#N)C(=O)NC2CCS(=O)(=O)C2)c1 (stereo not given)
→ -0.3	3.1	-5	-13	-1	1.7	-14	-2	0.4	5	-6
CCOc1ccccc1C(=O)Nc1nncs1
→ -2.5	0.4	-15	8	-7	2.3	-2	0	-0.9	2	-5
N/C(=N\OC(=O)CN1C(=O)c2ccccc2C1=O)c1ccc(Cl)cc1
→ 0.8	2.6	4	-24	-7	2.9	-12	-3	1.6	-3	0
CCOC(=O)C1CCN(c2c(C(=O)c3ccccc3)cnc3ccc(CC)cc23)CC1
→ -0.7	-3.7	-15	5	11	2.7	4	-8	-0.9	1	-15
COc1ccc(N2CCN(C(=O)c3cc(=O)c4cc(C)ccc4o3)CC2)cc1
→ -2.2	-3.4	-4	-8	0	3.7	-27	1	-0.4	2	-1
CN1CCN(C(=O)c2cc(C(C)(C)C)cc(C(C)(C)C)c2)CC1
→ 0.3	-0.1	-7	-28	0	3.7	-12	-5	1.4	-16	-7
CC(=O)NC(CC(=O)Nc1ccc(S(=O)(=O)N2CCCCC2)cc1)c1ccccc1 (stereo not given)
→ -0.2	1.3	1	-8	2	4.0	591	0	0.5	3	0
Cc1cc(SCC(=O)NCCN2C(=O)CSC2=O)nc2c(C)cccc12
→ 0.5	-0.1	-3	-2	-8	3.7	35	-2	0.2	1	7
